H9c2 TAG inh = inhibitors of triacylglycerol accumulation, primary screen, cell-based, uHTS, fluorescence, H9c2; 230,000 compounds, 0.66% hits; AID 651582, 2012; inhibition, % at 12.5 µM; H9c2 cells, Nile Red lipid (TAG) fluorescence; cells loaded with 200 µM oleic acid;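 active = pattern-corrected inhibition of lipid staining of at least 50% with the nuclear-stain viability signal not falling by more than 50%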;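 note: 0% = DMSO wells and 100% = triacsin C control wells; some results filed as inactive read as strong as hits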
H9c2 TAG inh DAPI viability = also measured in H9c2 TAG inh; calls as there; DAPI nuclei signal change (viability), lower = more cytotoxic, %;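 whole-well DAPI fluorescence read on a plate reader as a viability signal; minus 50 percent equals half of cells still viable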
* marks the source's active call; other numbers are inactive results. This is a subset; rates above refer to the full screens.

Below each compound: H9c2 TAG inh, H9c2 TAG inh DAPI viability
> CC(=O)c1ccc(NC(=O)C(C)OC(=O)/C=C/c2ccco2)cc1 (stereo not given)
  -18, 3
> Cc1ccc(S(=O)(=O)Nc2nc3ccccc3s2)cc1
  3, -3
> CCCCCNC(=O)c1ccc2c(=O)n(CCOC)c(=O)[nH]c2c1
  6, -6
> CC(=O)c1cccc(NC(=O)NC2CC(=O)N(c3ccc4c(c3)OCCO4)C2)c1 (stereo not given)
  -10, -3
> CCC(NC(=O)CSc1nnnn1C1CC1)c1ccc(Br)cc1 (stereo not given)
  22, 1
> O=C(c1ccco1)N1CCN(c2c([N+](=O)[O-])nn(-c3ccc(Cl)cc3)[n+]2[O-])CC1
  2, 0
> CCN1C(=O)C(CC(=O)NCCc2ccccc2)N(NC(=O)c2ccc(Br)cc2)C1=S (stereo not given)
  -18, -4
> Cc1cc(NC(=O)CSc2nc(-c3ccco3)cc(C(F)(F)F)n2)n(-c2ccccc2)n1
  5, -11
> COCOCCn1cc(CN2CCS(=O)(=O)N(Cc3ccc(-c4ccc(F)nc4)cc3)C(CC(C)C)C2=O)nn1 (stereo not given)
  13, 1
> CC(=O)N1CCc2cc(C(=O)CN3CCN(c4ccccc4F)CC3)ccc21
  5, -1
> COc1cc(NC(=S)N2CCN(S(C)(=O)=O)CC2)cc(OC)c1
  -8, 13
> Cc1ccc(NC(=O)C2CCN(S(=O)(=O)c3ccccc3)CC2)cc1
  -8, 3
> CC1CN(c2ccc([N+](=O)[O-])cc2F)CCN1C(=O)c1ccco1 (stereo not given)
  -21, -1
> Cc1cccc(N2C(=O)CC(n3ccnc3)C2=O)c1C (stereo not given)
  8, -4
> O=C(CCn1c(=S)[nH]c2ccccc2c1=O)N1CCOCC1
  -8, 7
> CC(=O)OCC(=O)C1(O)CCC2C3CCC4=CC(=O)C=CC4(C)C3C(=O)CC21C (stereo not given)
  19, 20
> Cc1cc(C(=O)Nc2nc(-c3ccccn3)cs2)ccc1[N+](=O)[O-]
  -2, 7
> C=CCN1CCN(C(c2cc(OC)ccc2OC)c2nnnn2CC2CCCO2)CC1 (stereo not given)
  4, 1
> O=c1[nH]c(=O)n(CCc2ccc(F)cc2)c(O)c1C=NCc1ccc2c(c1)OCO2
  -4, -2
> Cc1ccc2[nH]c3c(NCCCN4CCCC4=O)ncnc3c2c1
  3, 11
> COCCN=C1NN=C(c2cc(C)n(CC3CCCO3)c2C)CS1 (stereo not given)
  18, -5
> Fc1ccc(-c2noc(C3CCN(Cc4cccnc4)CC3)n2)cc1
  10, -9
> CCOC(=O)C1=CN(CC)S(=O)(=O)NC1c1cccc(OC)c1 (stereo not given)
  -5, 9
> COc1cc(/C=N/N(C)C)ccc1OC(=O)c1cccs1
  -2, 4
> O=C(NCc1cccc(F)c1)C1CCC(=O)N(CCCN2CCOCC2)C1 (stereo not given)
  3, -9
> CC(Nn1cnnc1)c1cc(Cl)ccc1O (stereo not given)
  -4, 0
> O=C1C[C@@H]2CCN3C(=O)CCC[C@@H]([C@H]23)[C@H]1Cc1ccccc1
  7, -5
> CC(=O)O/N=C/c1c(NCc2ccccc2)nc2c(C)cccn2c1=O
  5, 15
> Nc1ncnc2nc(-c3ccccc3)[nH]c12
  15, -5
> CCc1ccc(NC(=O)c2ccc3c(c2)C(=O)N(CCOC)C3Nc2ccc(CC)cc2)cc1 (stereo not given)
  18, -4
> CN(CCNC(=O)Cn1c(=O)sc2ccccc21)Cc1ccccc1
  9, -9
> CC(C)CN1C(=O)C(=O)N(CC(=O)c2ccc3c(c2)CCCC3)C1=O
  0, 4
> Cc1c(C(=O)Nc2nccs2)oc2ccc(F)cc12
  8, -9
> Cc1ccccc1NC(=O)N1CCCC1C(=O)NCc1ccccc1 (stereo not given)
  -5, -1
> COc1cccc(OCC(O)CN2CCC(CN3C(=O)c4cccc5cccc(c45)C3=O)CC2)c1 (stereo not given)
  -10, 38
> Cn1c(N)c(C(=O)COC(=O)c2ccccc2NCc2ccco2)c(=O)n(C)c1=O
  -9, 7
> O=C(Cn1ncc2c(=O)oc3ccccc3c21)N1CCCc2ccccc21
  -4, 4
> Cc1cccc(C(O)(C(=O)NNc2ccc3ccccc3n2)c2cccc(C)c2)c1
  -13, -11
> CCOc1cc2[nH]c(=O)n(CCCN3CCCC3=O)c(=O)c2cc1OCC
  6, 3
> Cc1cccc2sc(NC(=O)C3CSC4(C)CCC(=O)N34)nc12 (stereo not given)
  19, 11

Brought forward from above: 2 compounds, followed by the next part.
Below each compound: H9c2 TAG inh, H9c2 TAG inh DAPI viability
> CCOc1cc2[nH]c(=O)n(CCCN3CCCC3=O)c(=O)c2cc1OCC
  6, 3
> Cc1cccc2sc(NC(=O)C3CSC4(C)CCC(=O)N34)nc12 (stereo not given)
  19, 11
> COc1cc(C(=O)N/N=C/c2ccsc2C)cc(OC)c1OC
  46, -22
> O=C(CN1C(=O)C2CC=CCC2C1=O)Nc1ccc(OC(F)(F)F)cc1 (stereo not given)
  26, -8
> O=C(Nc1ccc(Cl)cc1)N1CCc2ccccc2C1
  -13, 12
> O=C(O)CCNc1cc2ccccc2cc1C(=O)O
  7, 1
> CC(=O)Nc1cc(-c2ccc(N3CCN(C)CC3)cc2)cn2c(-c3cccc(C(=O)N(C)C)c3)cnc12
  14, 7
> NC(=O)COC(=O)CSc1cccc2cccc(Cl)c12
  3, -1
> CCCCC(=O)Nc1ccc(S(=O)(=O)N2CCCCC2c2cccnc2)cc1 (stereo not given)
  -9, 1
> Cc1c(/C(O)=C2/C(=O)C(=O)N(Cc3cccnc3)C2c2cccs2)cnn1-c1ccccc1 (stereo not given)
  -1, -9
> Cc1onc(-c2ccccc2Cl)c1C(=O)Oc1cccc2cccnc12
  10, 3
> CCOC(=O)Cn1c2ccccc2c2nc3ccccc3nc21
  17, 5
> CC(C)c1cc(CNC(=O)CCc2nnc(CCCCc3ccccc3)o2)on1
  -7, 1
> CCN(CC)c1nc2n(c(=O)n1)CCO2
  -9, -17
> Cc1c(C#N)c(N)nc(Cl)c1C#N
  -3, 0
> Cc1ccc([N+](=O)[O-])cc1N
  -5, 8
> CC(=O)Nc1cccc(Nc2nc(-c3ccccc3)nc3ccccc23)c1
  11, 34
> O=C(Cc1cccs1)OCC(=O)c1ccco1
  1, 4
> CC(C)N(C(=O)[C@H]1C[C@H](CC(=O)NCCCN(C)C)C(=O)N2CCc3c([nH]c4cc(-c5ccco5)ccc34)[C@]12C)C(C)C
  34, -5
> Cc1ccc(OCc2ccc(C(=O)Nc3ccc(C(N)=O)cc3)o2)c([N+](=O)[O-])c1
  1, 3
> COc1ccc(NC(=O)C2CC3C=CC2C3)c([N+](=O)[O-])c1 (stereo not given)
  7, 1
> C[C@H](NS(=O)(=O)c1ccc(Cl)cc1)C(=O)OCC(=O)N1CCOCC1
  6, 1

Compounds from the list above containing a CF3 group:
Below each compound: H9c2 TAG inh, H9c2 TAG inh DAPI viability
> Cc1cc(NC(=O)CSc2nc(-c3ccco3)cc(C(F)(F)F)n2)n(-c2ccccc2)n1
  5, -11
> O=C(CN1C(=O)C2CC=CCC2C1=O)Nc1ccc(OC(F)(F)F)cc1 (stereo not given)
  26, -8

Next entries follow:
Below each compound: H9c2 TAG inh, H9c2 TAG inh DAPI viability
> Cc1cc(C(=O)NC2CCCC(C)C2C)c2ccccc2n1 (stereo not given)
  -12, -3
> O=C(Cc1ccccc1)Nc1ccc(-c2nnc(-c3ccco3)o2)cc1
  11, 10
> CCN(CC)c1ccc(NC(=O)COC(=O)C2CCN(c3ccc(C(F)(F)F)cn3)CC2)cc1
  4, -2
> CC(C)CC(C)c1cc(N)nc2nc3ccccc3n12 (stereo not given)
  2, 28
> N/C(=N\OC(=O)Cc1ccc(-c2ccccc2)cc1)c1ccccn1
  6, -18
> Cc1ccc(-n2nc(C)c(C3(O)C(=O)N(C)c4ccccc43)c2N)cc1 (stereo not given)
  1, 3
> CC(=O)C1=C(C)OC(N)=C(C#N)C1c1cc2cc(C)c(C)cc2nc1Cl (stereo not given)
  15, 0
> COc1ncccc1-c1cc2nc(NCCCN(C)C)n(C)c(=O)c2s1
  10, 25
> Cc1cc(C)n2c(SCCN3C(=O)c4ccccc4C3=O)nnc2n1
  1, -12
> NC1=NC[C@H](c2ccccc2)N1CCc1cc(C(F)(F)F)cc(C(F)(F)F)c1
  43, -18
> NS(=O)(=O)c1ccc(CCNC(=O)Cc2ccccc2[N+](=O)[O-])cc1
  12, -12
> Cc1cc(C)n(-c2nc(SCCN3CCOCC3)c3c4c(sc3n2)CCCC4)n1
  2, 8
> Cn1nc([N+](=O)[O-])nc1Oc1ccccc1F
  -7, 14
> Cc1ccc(Cl)c2c1NC(=O)C2(O)CC(=O)c1ccccc1O (stereo not given)
  -22, 9
> CN1C(=O)[C@H]2[C@@H](c3ccccc3)N[C@]3(CCCN(Cc4ccco4)C3=O)[C@H]2C1=O
  -2, 12
> S=C(NN=Cc1ccccn1)N(Cc1ccccn1)Cc1ccccn1
  1, -12
> CC(NC1=CC(=O)c2cccnc2C1=O)C(O)c1ccccc1 (stereo not given)
  78, -54
> O=C(Nc1ccc(C(=O)N2CCOCC2)cc1)C1CCCC1
  -6, -5
> Cc1ccc(-c2nn(C)c(=O)c3ccccc23)cc1S(=O)(=O)N1CCCC1
  2, -8
> COc1ccc(C(O)c2ncc(-c3ccc4ccccc4c3)[nH]2)cc1F (stereo not given)
  -37, -4
> CS/C(N)=N/N=C/c1ccc2c(c1)OCO2
  3, -3
> CC(C)(C)OC(=O)N1CCC(CC2CC(c3ccc(Cl)cc3)=NO2)(C(=O)NCC2CCCCC2)CC1 (stereo not given)
  67*, -47*
> CCCN(C1CCS(=O)(=O)C1)S(=O)(=O)c1ccc2ccccc2c1 (stereo not given)
  -7, 3
> COc1ccccc1N1CCN(C(=O)c2cccc(S(=O)(=O)Nc3ccccc3F)c2)CC1
  8, 4
> O=C(Nc1ccon1)c1cc(-c2ccccc2)nc2ccccc12
  12, -13
> O=C(Oc1ccc(N(C(=O)c2ccncc2)S(=O)(=O)c2ccc(Cl)cc2)cc1)c1ccncc1
  8, -13
> CC1(c2cc(F)ccc2F)NC(=O)N(CC(=O)Nc2cccc(S(=O)(=O)N3CCCC3)c2)C1=O (stereo not given)
  2, -4
> CCOc1ccc(OCc2ccc(C(=O)NC(C)(C)C)o2)cc1
  -21, -2
> C=CCN1C(=O)C(Cc2ccc(Br)cc2)S/C1=N\N=C\c1ccco1 (stereo not given)
  12, -6
> COc1ccccc1OCCNC(=O)c1ccccc1OCc1c(C)noc1C
  -7, 5
> Nc1nc(-c2ccc(Cl)cc2)nc(-c2ccc(Cl)cc2)n1
  2, 1
> CCOCCn1c(SCC)nc2c1c(=O)[nH]c(=O)n2C
  4, -2

Some of these compounds in order of length of the SMILES, falling.
Below each compound: H9c2 TAG inh, H9c2 TAG inh DAPI viability
> CN1C(=O)[C@H]2[C@@H](c3ccccc3)N[C@]3(CCCN(Cc4ccco4)C3=O)[C@H]2C1=O
  -2, 12
> CC(C)(C)OC(=O)N1CCC(CC2CC(c3ccc(Cl)cc3)=NO2)(C(=O)NCC2CCCCC2)CC1 (stereo not given)
  67*, -47*
> CC1(c2cc(F)ccc2F)NC(=O)N(CC(=O)Nc2cccc(S(=O)(=O)N3CCCC3)c2)C1=O (stereo not given)
  2, -4
> O=C(Oc1ccc(N(C(=O)c2ccncc2)S(=O)(=O)c2ccc(Cl)cc2)cc1)c1ccncc1
  8, -13
> CCN(CC)c1ccc(NC(=O)COC(=O)C2CCN(c3ccc(C(F)(F)F)cn3)CC2)cc1
  4, -2
> COc1ccccc1N1CCN(C(=O)c2cccc(S(=O)(=O)Nc3ccccc3F)c2)CC1
  8, 4
> NC1=NC[C@H](c2ccccc2)N1CCc1cc(C(F)(F)F)cc(C(F)(F)F)c1
  43, -18
> Cc1ccc(-c2nn(C)c(=O)c3ccccc23)cc1S(=O)(=O)N1CCCC1
  2, -8
> Cc1cc(C)n(-c2nc(SCCN3CCOCC3)c3c4c(sc3n2)CCCC4)n1
  2, 8
> C=CCN1C(=O)C(Cc2ccc(Br)cc2)S/C1=N\N=C\c1ccco1 (stereo not given)
  12, -6
> CCCN(C1CCS(=O)(=O)C1)S(=O)(=O)c1ccc2ccccc2c1 (stereo not given)
  -7, 3
> O=C(Cc1ccccc1)Nc1ccc(-c2nnc(-c3ccco3)o2)cc1
  11, 10
> COc1ncccc1-c1cc2nc(NCCCN(C)C)n(C)c(=O)c2s1
  10, 25
> Cc1cc(C)n2c(SCCN3C(=O)c4ccccc4C3=O)nnc2n1
  1, -12
> COc1ccccc1OCCNC(=O)c1ccccc1OCc1c(C)noc1C
  -7, 5
> Nc1nc(-c2ccc(Cl)cc2)nc(-c2ccc(Cl)cc2)n1
  2, 1
> S=C(NN=Cc1ccccn1)N(Cc1ccccn1)Cc1ccccn1
  1, -12
> O=C(Nc1ccc(C(=O)N2CCOCC2)cc1)C1CCCC1
  -6, -5
> CCOCCn1c(SCC)nc2c1c(=O)[nH]c(=O)n2C
  4, -2
> Cn1nc([N+](=O)[O-])nc1Oc1ccccc1F
  -7, 14
> CS/C(N)=N/N=C/c1ccc2c(c1)OCO2
  3, -3
